TDP1 inh: TDP1 (human) enzyme inhibition. recombinant TDP1, AlphaScreen DNA substrate cleavage. AID 485290. actives 0.28% (n = 350,000). Q9NUW8. Potency, µM (titrated, usually from 130 µM), for inactives: at the highest dose activity change, negative = inhibition, hits mostly inhibitors; active = well fitted inhibition curve with a large enough effect; also: nearly all actives have a fitted effect of over 40% in size
Target sequence (Q9NUW8 whole entry, looked up): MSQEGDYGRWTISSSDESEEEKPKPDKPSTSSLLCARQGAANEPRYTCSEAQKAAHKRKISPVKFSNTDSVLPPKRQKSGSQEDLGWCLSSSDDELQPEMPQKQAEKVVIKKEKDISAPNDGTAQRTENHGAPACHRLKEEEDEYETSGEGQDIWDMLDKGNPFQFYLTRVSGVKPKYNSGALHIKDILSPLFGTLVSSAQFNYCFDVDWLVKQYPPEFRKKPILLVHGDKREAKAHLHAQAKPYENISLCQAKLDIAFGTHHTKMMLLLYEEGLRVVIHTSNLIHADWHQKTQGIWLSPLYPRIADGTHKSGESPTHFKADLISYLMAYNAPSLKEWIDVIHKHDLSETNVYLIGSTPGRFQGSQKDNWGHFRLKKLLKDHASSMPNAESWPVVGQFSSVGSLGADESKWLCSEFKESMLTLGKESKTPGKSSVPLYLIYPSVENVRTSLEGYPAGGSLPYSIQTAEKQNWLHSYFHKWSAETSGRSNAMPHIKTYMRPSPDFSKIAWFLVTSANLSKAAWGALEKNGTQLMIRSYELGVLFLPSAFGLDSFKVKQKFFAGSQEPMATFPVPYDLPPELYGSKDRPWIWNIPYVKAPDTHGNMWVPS
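AlphaScreen read-out: signal falls as enzyme removes the 3' tyrosine-FITC from a 5'-biotinylated DNA oligo (15 nM, 5 min, RT). Enzyme was E. coli-made recombinant Tdp1 at 1 nM, exposed to compound for 15 min beforehand; beads 10 ug/ml, 10 min.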
The depositor's hits bear a star; & = joins results of further samples; [ ] = another dose, or the depositor's remark. % is scaled to controls: 0 for no effect and ±100 for the full control effect; potency is read from the fitted curve at half-maximal effect.

SMILES	TDP1 inh
COc1cc(C2c3c(oc4ccccc4c3=O)C(=O)N2Cc2cccnc2)cc(OC)c1OC (stereo not given)	2.1%
Brc1ccccc1-c1nc(-c2ccccc2)no1	-5.6%
CC(C)(C)OC(=O)Cc1nnc(-c2nc3ccccc3[nH]2)s1	-3.3%
CC(C)=CC(=O)Oc1ccc(C(=O)N(C)c2ccccc2I)cc1	3.8%
CCCCOC(OCCCC)[C@H](O)CSc1ccc2ccccc2c1	-1.6%[21 µM]
Cc1cccc(C)c1O	13.8%
COc1cc(NC(=O)C2=C(C)Nc3nnnn3C2c2ccc(SC)cc2)c(OC)cc1Cl (stereo not given)	4.5%
COC(=O)NC(c1ccccc1)c1c[nH]c2ccc(OC)cc12 (stereo not given)	7.5%
O=Cc1c[nH]c2ccccc12	-0.5%
C=CCOCC1CN2C(CCC(C)C2c2ccc(Br)cc2)C(=O)O1 (stereo not given)	6.9%[21 µM]
COC(=O)c1ccc(C(NC(=O)OCc2ccccc2)/C(=C/[C@@H](C)C(=O)NCCF)c2cccnc2)cc1 (stereo not given in full)	5.1%
CCCCC/C=C\C/C=C\C/C=C\CCCCCCC(=O)O[C@H](COCCCCCCCCCCCCCCCC)COP(=O)([O-])OCC[N+](C)(C)C	4.4%
Cc1ccc2c(c1)c(CC(NC(=O)c1ccccc1Oc1ccccc1)C(=O)O)cn2C(=O)OCc1ccccc1 (stereo not given)	6.2%
CC(=O)N[C@H](CC(C)C)C(=O)O	10.2%[56.1 µM]
CO[C@H]1COC(=O)[C@H](C)COC(=O)C/C=C\[C@@H](C)[C@H](OC)COC(=O)C/C=C\[C@@H]1C	3.7%[21 µM]
CCNC(=O)[C@H](C)/C=C/C(NC(=O)OCc1ccccc1)c1ccc(C(=O)OC)cc1 (stereo not given in full)	4.5%
O=C1NC(Cc2ccccc2)c2nc3ccc(Cl)cc3c(=O)n2-c2cc(Cl)ccc21 (stereo not given)	-0.1%
CC12C=C(/C=C/c3ccc(F)cc3)C(C)(C1)C(c1ccc(F)cc1)CC2=O (stereo not given)	7.9%[21 µM]
CCc1ccc(NCc2cc3cc(OC)c(OC)cc3n(CC(=O)Nc3cc(C)ccc3C)c2=O)cc1	5.6%
COc1ccc(OCC2CN3C(CCC(C)C3c3ccc(Br)cc3)C(=O)O2)cc1 (stereo not given)	5.8%&5.8%[21 µM]
CCC1=C2CC[C@H]3C(=O)NC(=O)[C@H]3[C@H]2[C@@]2(C)C(=NCCOC)OC(=O)N2C1=O	3.9%
Cc1cccc(Nc2nc(N)nc(CC(=O)CSc3ccc(Cl)cc3)n2)c1	0.0%
O=C(O)c1ccccc1-c1c2cc(Br)c(=O)c(Br)c-2oc2c(Br)c(O)c(Br)cc12	-13.4%
COc1cc2nc3c(c([Si](C)(C)C(C)(C)C)c2cc1OC)Cn1c-3cccc1=O	1.5%
O=[N+]([O-])c1ccc(CCO)cc1	7.0%
OCc1ccccc1N=c1ssnc1Cl	3.9%
Cc1cc2c(nc1C)CCCN2C[C@H](O)CN1CCCc2nc(-c3ccc(Br)cc3)ccc21	12.2%&12.2%[21 µM]
COc1ccc(OC2C=CC(c3ccccc3)OC2CO)c(C(C)(C)C)c1 (stereo not given)	4.8%[21 µM]
CCNC(=O)CSc1nc2cc(OC)c(OC)cc2c(=O)n1CCC1=CCCCC1	5.8%
CCCCCCN(C(=O)CCCCCN1C(=O)NC(c2ccccc2-c2ccccc2)C(C(=O)OCc2ccccc2)=C1C)C(C(=O)NCCCC)c1ccc(OCC(=O)OC)c(C(=O)OC)c1 (stereo not given)	11.1%
O=C(NC(=S)Nc1ccccc1F)C1CCCCC1	0.6%
NC(=O)C1CCN(c2nc(-c3ccccc3F)cs2)CC1	7.0%
CN(C)c1ccc(-c2cc[nH]c(=O)c2N)cc1	9.4%
CC(C)=CCC/C(C)=C/CO/N=C1/[C@H]2O[C@@H]2[C@@H](O)[C@H]2[C@H]1CCn1c(=O)n(C)c(=O)n12	4.8%[21 µM]
C=C(CC1([C@@H](NP(=O)(c2ccccc2)c2ccccc2)[C@H]2C[C@@H]2CCN(C(=O)OCC)S(=O)(=O)c2ccc(C)cc2)CC1)c1ccccc1	9.9%
Cc1ccc(C(C)C)c(OCC(=O)NCC2(N(C)C)CCCCC2)c1	0.5%
CCOc1ccc(C(=O)Nc2ccc3nn(-c4ccc(OC)c(Cl)c4)nc3c2)cc1	-1.9%
O=C(Cn1ncc2c(=O)oc3ccccc3c21)Nc1nc2ccccc2s1	-1.1%
COc1ccc(CCNc2cc(N3CCN(C(=O)c4ccc(C)cc4)CC3)ccc2[N+](=O)[O-])cc1OC	-2.7%
Cc1cc(NC(=O)CSc2nc3cc(Cl)ccc3c(=O)n2CC(C)C)no1	2.5%

Reformatted bar-delimited: twelve of the compounds above.
compound | TDP1 inh
OCc1ccccc1N=c1ssnc1Cl | 3.9%
Cc1cc2c(nc1C)CCCN2C[C@H](O)CN1CCCc2nc(-c3ccc(Br)cc3)ccc21 | 12.2%&12.2%[21 µM]
COc1ccc(OC2C=CC(c3ccccc3)OC2CO)c(C(C)(C)C)c1 (stereo not given) | 4.8%[21 µM]
CCNC(=O)CSc1nc2cc(OC)c(OC)cc2c(=O)n1CCC1=CCCCC1 | 5.8%
CCCCCCN(C(=O)CCCCCN1C(=O)NC(c2ccccc2-c2ccccc2)C(C(=O)OCc2ccccc2)=C1C)C(C(=O)NCCCC)c1ccc(OCC(=O)OC)c(C(=O)OC)c1 (stereo not given) | 11.1%
O=C(NC(=S)Nc1ccccc1F)C1CCCCC1 | 0.6%
NC(=O)C1CCN(c2nc(-c3ccccc3F)cs2)CC1 | 7.0%
CN(C)c1ccc(-c2cc[nH]c(=O)c2N)cc1 | 9.4%
CC(C)=CCC/C(C)=C/CO/N=C1/[C@H]2O[C@@H]2[C@@H](O)[C@H]2[C@H]1CCn1c(=O)n(C)c(=O)n12 | 4.8%[21 µM]
C=C(CC1([C@@H](NP(=O)(c2ccccc2)c2ccccc2)[C@H]2C[C@@H]2CCN(C(=O)OCC)S(=O)(=O)c2ccc(C)cc2)CC1)c1ccccc1 | 9.9%
Cc1ccc(C(C)C)c(OCC(=O)NCC2(N(C)C)CCCCC2)c1 | 0.5%
CCOc1ccc(C(=O)Nc2ccc3nn(-c4ccc(OC)c(Cl)c4)nc3c2)cc1 | -1.9%

More entries:
SMILES	TDP1 inh
COC1C=CO[C@@]2(C)Oc3c(C)c(O)c4c(O)c(c5c(nc6cc(C)ccn65)c4c3C2=O)NC(=O)/C(C)=C\C=CC(C)C(O)[C@@H](C)C(O)C(C)[C@@H](OC(C)=O)C1C (stereo not given in full)	15.2%[56.1 µM]
Brc1ccc(Nc2nc3ccccc3n3nnnc23)cc1	-4.7%
CN1CCc2ccc3c4c2[C@]1(C)Cc1cccc(c1-4)OCO3	15.0%
CC(C)(C)c1ccccc1Nc1nc(C#N)nc(NC2CCCC2)n1	-5.6%
C=Cc1nc(Nc2cc(F)cc(F)c2)nc(NC2CCCC2)n1	1.7%
COC(=O)CC1=COC(O)C2C(CO)=CC[C@@H]12 (stereo not given in full)	2.6%[21 µM]
[O][C@H]1[C@@H](O)[C@@H](CO)O[C@@H](O[C@@H]2[C@@H]3OC[C@H]2O[C@H](O[C@@H]2[C@@H](O)[C@H](C[C@@H]4[C@@H]5OC[C@H]4O[CH][C@@H]5O)O[C@H](CO)[C@@H]2OS(=O)(=O)O)[C@@H]3OS(=O)(=O)O)[C@@H]1O	0.0%
Cc1noc(C)c1CSc1ncnc2sc3c(c12)CCC3	2.0%
COc1cc(OC)c(-c2nn3c(-c4ccncc4)nnc3s2)cc1OC	3.1%
CC(=O)NC[C@@H]1CN(c2ccc(N3CCOCC3)c(F)c2)C(=O)O1	0.0%
O=P(O)(CN1CCCCCC1)C1Cc2ccccc2C1	8.9%
COc1ccccc1NC(=O)c1ccc2ccccc2c1	-10.7%
CCOc1ccc(OCC)c(Nc2cc(C)nc3nc(-c4ccco4)nn23)c1	-3.8%
O=C(O)c1ccccc1O[C@@H]1O[C@H](C(=O)O)[C@@H](O)[C@H](O)[C@H]1O	3.6%
COc1ccc(NC(=O)c2ccc(Cl)c(NC(=O)c3ccncc3)c2)cc1	-2.6%
C#CCOCCOCCOCCNc1nc(N2CCN(C(=O)CCCCCCCCCCNC(=O)[C@H]([C@@H](C)CC)n3cc(CCCCN=C(N)N)nn3)CC2)nc(N2CCN(C(=O)CCCCCCCCCCNC(=O)[C@H](CCCCN)n3cc(C[C@@H](C)CC)nn3)CC2)n1	0.0%
CCOC(=O)c1c(/N=C/c2ccc(O)cc2O)sc2c1CCC2	4.7%
COc1cccc(C2c3c(ncn(-c4ccncc4)c3=N)Oc3ccc4ccccc4c32)c1 (stereo not given)	3.2%
Cn1c(=O)c(C(=O)COC(=O)c2cc(-c3ccco3)nc3ccccc23)c(N)n(CC2CC2)c1=O	-10.5%
CNC(=O)C1(CC(C)C)C=CCN1C(=O)c1ccccc1 (stereo not given)	4.5%
Cc1csc(CNc2ncnc3ccc(-c4ccoc4)cc23)c1	3.6%
COc1cccc(N2C(=O)c3ccccc3C2=O)n1	0.2%
C[C@@H](O)[C@@H]1NC(=O)[C@H](CCCCN)NC(=O)[C@H](Cc2c[nH]c3ccccc23)NC(=O)[C@H](Cc2ccccc2)NC(=O)[C@H](Cc2ccccc2)NC(=O)[C@H](CC(N)=O)NC(=O)[C@H](CCCCN)NC(=O)[C@@H](NC(=O)[C@@H]2CCCN2)CSSC[C@@H](C(=O)N[C@@H](CCCCN)C(=O)O)NC(=O)[C@H](CO)NC(=O)[C@H](CO)NC(=O)[C@H](Cc2ccccc2)NC1=O	22.0%
CSCC[C@H](NC(=O)[C@H](CC(C)C)NC(=O)CNC(=O)[C@H](Cc1ccccc1)NC(=O)[C@H](Cc1ccccc1)NC(=O)[C@H](CCC(N)=O)NC(=O)[C@H](CCC(N)=O)NC(=O)[C@@H]1CCCN1C(=O)[C@H](CCCCN)NC(=O)[C@@H]1CCCN1C(=O)[C@@H](N)CCCN=C(N)N)C(N)=O	7.5%
O=S(=O)(CCc1ccccc1)c1nnnn1-c1ccc(F)cc1Br	5.6%
O=C(OCC#CCSc1nnc(-c2cccc3ccccc23)o1)c1ccc(Cl)cc1	-8.5%
Cn1c(=O)c2c(-c3cccc(F)c3)c3c(nc2n(C)c1=O)-c1ccccc1C3O (stereo not given)	6.2%
O=C1c2ccccc2C(=O)N1Cc1ccncc1	1.3%
CCCCCn1c2nc3ccccc3nc2c2c(=O)n(CC3CCCO3)c(C)nc21 (stereo not given)	0.0%
COc1ccc(O[C@H]2C=C[C@@H](c3ccccc3)O[C@H]2CO/N=C(/C)CCC(=O)OC[C@@H]2O[C@H](c3ccccc3)C=C[C@@H]2Oc2ccc(OC)cc2)cc1	5.8%[21 µM]

A second format for part of the listing above.
Cc1csc(CNc2ncnc3ccc(-c4ccoc4)cc23)c1
  TDP1 inh: 3.6%

COc1cccc(N2C(=O)c3ccccc3C2=O)n1
  TDP1 inh: 0.2%

Next part:
SMILES	TDP1 inh
CC1CC=CC2C1C(=O)N(Cc1ccccc1)C2c1ccc(/C=C/c2ccccc2)cc1F (stereo not given)	4.4%
COC(=O)C1=C(C(=O)OC)[C@@H]2Nc3ccccc3[C@@]23C[C@@H](C(=O)OC)N(S(=O)(=O)c2ccc(C#N)cc2)C3=N1	10.7%[12.3 µM]
Cc1ccccc1-c1nnc2s/c(=C\c3ccc(N(C)C)cc3)c(=O)n12	3.0%
CC(C)C[C@H]1COC(c2ccc(Br)cc2)=N1	3.1%[234 µM]
CCCCC/C(C=O)=C/c1ccccc1	-6.4%
C/C(=N\NC(=O)C1CC1)c1cccc(NC(=O)c2cccc(Cl)c2)c1	1.2%
COc1ccc(-c2csc(/C(C#N)=C\c3cccc([N+](=O)[O-])c3)n2)cc1	2.3%
CN(C)CCCN=Cc1c(O)n(Cc2ccc3c(c2)OCO3)c(=O)c2ccccc12	5.4%
O=C(COC(=O)CNC(=O)c1ccccc1Cl)Nc1ccccc1Cl	-0.4%&-2.3%
COc1cccc(C2CC(=O)Nc3c2c(=O)[nH]c2nc4ccccc4n32)c1 (stereo not given)	3.2%
CCCNC(=O)OC[C@@H]1O[C@H](CCO/N=C\[C@@H](OC)[C@H](C)/C=C\CC(=O)OC)C=C[C@@H]1Oc1ccc(OC)cc1	5.8%[21 µM]
COc1cc2c(=O)nc3n(c2cc1OC)C(c1ccccc1)N=C(N)N3 (stereo not given)	6.8%
CC(C)CN(C)c1nc(N)c(C(=O)N=C(N)N)nc1Cl	15.7%[56.1 µM]
CC(C)[C@@H](CC(=O)N[C@@H]1CCNC[C@H]1C(=O)N[C@H](CC(=O)N[C@@H](CCC(=O)O)CC(=O)O)Cc1c[nH]c2ccccc12)NC(=O)C[C@H](Cc1c[nH]c2ccccc12)NC(=O)[C@@H]1CNCC[C@H]1N	4.4%
COc1ccccc1N1CCN(C(=O)c2ccc3c(c2)NC(=O)C(CSCc2ccccc2C)N3)CC1 (stereo not given)	3.5%
CONC(=O)C[C@@H](C#N)NC(=O)[C@@H]1CCCN1C(=O)[C@@H](NC(=O)c1ccc(N)c(Cl)c1)C(C)(C)C	-5.9%
COc1ccc(-c2ccc(N(C)C)cc2)cc1C1C2C=CCC(C)C2C(=O)N1Cc1ccccc1 (stereo not given)	24.4%
O=C(Oc1ccc2c3c(c(=O)oc2c1)CCC3)c1ccccc1[N+](=O)[O-]	-4.1%
COc1cc(-c2cc(C(=O)NN3CCN(C)CC3)c3ccccc3n2)cc(OC)c1OC	-1.1%
Cc1ccc(S(=O)(=O)N2CCC(C(=O)N[C@@H](C)C(=O)NC3CCS(=O)(=O)C3)CC2)cc1 (stereo not given in full)	8.4%
COc1ccc2c(c1)c(CC(=O)O)c(C)n2Cc1ccc(F)cc1	9.9%[56.1 µM]
CC#CCN1c2ccccc2[C@]23C[C@@H](C(=O)OC)N(C(=O)CC(C)C)C2=NC(C(=O)OC)=C(C(=O)OC)[C@H]13	7.7%[12.3 µM]
O=C(O)[C@@H](O)[C@@H](O)[C@@H](O[C@H]1O[C@@H](CO)[C@@H](O)[C@@H](O)[C@@H]1O)[C@@H](O)CO	6.5%[56.1 µM]

Screens deposited in PubChem by National Center for Advancing Translational Sciences (NCATS).

This is a subset; count on the stated rates, not on these rows.
